# Screens from PubChem.
# Vif-APOBEC3F blk = inhibitors of Vif-A3F interaction | HeLa A3F-eYFP + Vif (tagged APOBEC3F with the HIV-1 protein that degrades it), YFP fluorescence increase | Potency, µM (highest dose often 46.1 µM), without a hit: at the highest dose activity, negative = active | 390,000 tested, 0.2% active; also: potency is read from the fitted curve at half-maximal effect; % of control where 0% means no effect; nearly all actives have a fitted effect of over 65% in size
#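 Fluorescence increase (Ex 488/Em 500-530) after overnight compound treatment at 37 deg C flags inhibition of Vif-driven A3F-eYFP loss in stable HeLa A3F-eYFP/Vif cells seeded overnight beforehand.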
# Glioma ERSR ind = induces the endoplasmic reticulum stress response in human glioma cells; U87-MG GRP78 promoter luciferase reporter, 16 h; Potency, µM, for inactives: at the top dose activation, actives largely listed as activators; 420,000 tested, 0.02% active; AID 602332; also: potency is read from the fitted curve at half-maximal effect; series mostly up to about 76 µM; % of control where 0% means no effect; nearly all actives have a fitted effect of over 35% in size
#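 ERSR induction read as luciferase luminescence (Bright-Glo, 10 min at room temperature) in stably transfected human U87-MG glioma cells exposed to compounds for 16 h, using GRP78 as sensor.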
# RXFP1 ag = activates the human relaxin receptor RXFP1; 370,000 tested, 0.3% active; Potency, µM (doses to about 57.5 µM), inactives show top-dose activation, usual class: activators; HEK293T-RXFP1 cAMP TR-FRET, 30 min; response scale: percent of porcine relaxin response, buffer zero; also: potency is read from the fitted curve at half-maximal effect; % is scaled to controls: 0 for no effect and ±100 for the full control effect; nearly all actives have a fitted effect of over 60% in size; many of its hits are not listed in these tables
#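 HEK293 cells stably expressing RXFP1, treated 30 min at 37C with compounds plus PDE4 inhibitor Ro 20174; cAMP measured by HTRF TR-FRET. Normalized to buffer and 29 nM porcine relaxin; EC50 by Hill fit.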
# D1 antagonist = blocks dopamine activation of the human D1 receptor; P21728; HEK293 TREx D1 cells, calcium flux, dopamine EC80; active compounds read low; activity change, negative = inhibition, % at 10 µM; 360,000 tested, 3.2% active; AID 504652; in the data active = activity change below about -30%; also: % is scaled to controls: 0 for no effect and ±100 for the full control effect
#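 Inducible Hek293 Trex D1 cells (tetracycline, overnight, 30 C). Calcium dye 30–90 min RT. Antagonist mode: EC80 dopamine added after 180 s compound read.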
# RXFP1 antagonist = antagonists of human relaxin receptor RXFP1. Q9HBX9. HEK293-RXFP1, relaxin-stimulated cAMP HTRF, 30 min; active compounds read low. activity change, negative = inhibition, % at 57.5 µM. 350,000 tested, 0.59% active. AID 1259400;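 active = activity change of -60% or lower, but not beyond a set lower limit; inconclusive = change between -60% and -40%, or beyond the set limit; inactive = change above -40%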; also: % is scaled to controls: 0 for no effect and ±100 for the full control effect
# D1 agonist = activates the human D1 dopamine receptor | AID 504660 | HEK293 T-REx D1 cells, calcium flux, agonist mode | activation, % at 2 µM | 360,000 tested, 1% active | P21728; in the data active = activation above about 30%; also: 0% is about no effect
#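 Agonism was scored from calcium flux recorded over 180 s (1 read/s) after pintool compound addition, following a 10-cycle baseline. Cells were inducible force-coupled HEK293 TREx D1, plated overnight at 30 C and loaded with no-wash calcium dye.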
# D2 PAM = positively modulates the human D2 dopamine receptor allosterically. HEK293 T-REx D2, calcium flux, EC20 dopamine potentiation. potentiation, % at 10 µM. AID 485347. 340,000 tested, 0.34% active. P14416;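 active = potentiation over 3 SD above the plate norm, cut at about 30% in these data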; also: 0% is about no effect
# Target sequence (P14416 whole entry, looked up): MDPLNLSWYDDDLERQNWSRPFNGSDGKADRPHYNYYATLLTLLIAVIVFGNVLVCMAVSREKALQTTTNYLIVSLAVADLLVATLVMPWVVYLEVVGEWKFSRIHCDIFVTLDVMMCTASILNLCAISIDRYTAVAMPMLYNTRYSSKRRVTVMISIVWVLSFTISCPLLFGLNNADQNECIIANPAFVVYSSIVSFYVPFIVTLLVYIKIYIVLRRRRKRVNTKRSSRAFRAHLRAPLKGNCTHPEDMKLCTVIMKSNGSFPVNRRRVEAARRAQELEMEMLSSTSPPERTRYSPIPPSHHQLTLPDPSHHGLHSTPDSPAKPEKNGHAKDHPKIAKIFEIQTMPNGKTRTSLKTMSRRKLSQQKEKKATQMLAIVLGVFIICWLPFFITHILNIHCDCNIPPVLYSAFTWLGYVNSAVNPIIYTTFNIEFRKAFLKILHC
#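 Using a no-wash calcium dye in inducible, force-coupled HEK293 Trex cells expressing D2, we tracked fluorescence each second for 180 s after compound, then for 180 s after EC20 dopamine to detect augmented signalling.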
# Vif-A3G inh = Vif-A3G binding inhibition | Q9HC16 | HeLa A3G-eYFP + Vif (tagged APOBEC3G with the HIV-1 protein that degrades it), YFP fluorescence, overnight | Potency, µM (doses to about 46.1 µM), for the others: at the top dose activity, negative = active, hits mostly inhibitors | 410,000 tested, 0.076% active | AID 602310;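 also: potency is read from the fitted curve at half-maximal effect; % is scaled to controls: 0 for no effect and ±100 for the full control effect; nearly all actives have a fitted effect of over 60% in size; hits raise eYFP signal because A3G escapes Vif-driven loss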
# Target sequence (Q9HC16 whole entry, looked up): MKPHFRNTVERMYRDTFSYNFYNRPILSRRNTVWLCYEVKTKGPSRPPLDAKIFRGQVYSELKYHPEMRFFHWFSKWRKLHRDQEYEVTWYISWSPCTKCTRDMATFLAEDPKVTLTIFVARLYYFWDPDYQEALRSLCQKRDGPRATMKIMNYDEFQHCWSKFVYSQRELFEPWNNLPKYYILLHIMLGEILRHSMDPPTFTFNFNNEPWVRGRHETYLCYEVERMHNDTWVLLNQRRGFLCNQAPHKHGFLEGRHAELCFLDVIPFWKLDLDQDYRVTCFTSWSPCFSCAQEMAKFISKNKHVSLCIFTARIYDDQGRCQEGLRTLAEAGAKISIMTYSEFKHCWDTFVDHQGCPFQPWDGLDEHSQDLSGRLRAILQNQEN
#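 Read-out is eYFP fluorescence (Ex 488/Em 500-530) from Vif-expressing HeLa A3G-eYFP cells; more signal means A3G escaped Vif-mediated degradation. Cells plated overnight, compound pinned in, incubated overnight at 37 deg C.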
# D1 potentiator = potentiators of human D1 dopamine receptor; P21728; HEK293 TREx D1 cells, calcium flux, dopamine EC20 potentiation; potentiation, % at 10 µM; 360,000 tested, 0.036% active; in the data active = potentiation above about 30%; also: 0% is about no effect
# The depositor's hits bear a star; ? = inconclusive; nt = no result given; & = joins results of further samples. Unless noted, calls follow the shape of the dose curve; as a rule, active = well fitted curve in the direction sought with a large enough effect; inconclusive = small, poorly fitted or top-dose-only effect, or another doubt; inactive = no such curve, though single readings can be large; an effect the other way counts as inactive or inconclusive. Not all compounds are listed. The share of hits here may be higher or lower than overall.
item	molecule	Vif-APOBEC3F blk	Glioma ERSR ind	RXFP1 ag	D1 antagonist	RXFP1 antagonist	D1 agonist	D2 PAM	Vif-A3G inh	D1 potentiator
1	COc1ccc(CCNC(=O)CSc2ccccc2)cc1OC	-13.2%	-2.4%	2.4%	18.7	3.7	0.8	8.0	0.1%	-9.3
2	Cc1cc(C)c(S(=O)(=O)N2CCCCC2)c(C)c1N(C)S(=O)(=O)c1ccc(Cl)cc1	0.7%	-5.6%	0.4%	-8.8	-10.6	3.6	-7.6	0.1%	-10.4
3	CCn1c(=O)ccc2cc([N+](=O)[O-])ccc21	18.6%	6.1%	2.5%	-16.0	-1.3	0.5	10.1	-5.5%	5.3
4	Cc1nn(C)c(C)c1CNC(=O)Nc1cccc(Cl)c1C	2.3%	-0.8%	0.3%	-0.4	-5.0	2.3	-11.0	0.0%	-5.9
5	N/C(=N\OC(=O)COc1ccccc1Cl)c1ccc(Cl)cc1	-9.6%	0.7%	0.0%	7.1	-15.1	7.4	-7.2	-10.6%	3.3
6	O=C(c1ccccc1)N1CCN(c2ccc(NCc3ccc4c(c3)OCO4)cc2)CC1	4.2%	-2.5%	-2.2%	4.8	-17.1	11.5	-7.2	-9.3%	-3.6
7	CCOC(=O)c1ccc(S(=O)(=O)NNC(=O)c2cccc(N(C)C)c2)cc1	-6.3%	6.2%	3.2%	-19.2	-5.6	1.1	-4.0	-0.5%	3.1
8	Cc1ccc2nc3c(c(C(=O)OC4CCOC4=O)c2c1)CCCC3 (stereo not drawn)	0.9%	-4.3%	-1.2%	10.6	-7.1	2.5	3.4	0.7%	0.4
9	Cc1cc(C)cc(C(=O)NCC(=O)OCC(=O)NCc2ccco2)c1	-1.8%	-7.6%	1.2%	-3.8	-10.6	1.8	-4.5	-0.7%	-7.7
10	Cc1cn(C(=O)C(C)N2C(=O)c3ccccc3C2=O)c(C)n1 (stereo not drawn)	2.3%	-1.5%	4.0%	-11.5	8.7	1.6	3.6	0.9%	-4.2
11	COc1ccc2c(c1)c1ncn(Cc3ccccn3)c(=O)c1n2C	18.1%	-0.5%	8.4%	-14.3	-1.7	0.1	10.0	-9.1%	-2.9
12	O=C(NCCCN1CCOCC1)c1cccc(S(=O)(=O)N2CCOCC2)c1	6.7%	-5.3%	-0.3%	8.7	-0.3	3.5	-1.8	-1.5%	-0.2
13	CCOC(=O)Cc1c(C)nc2c(-c3ccc(Cl)cc3)cnn2c1C	-11.7%	2.7%	-0.1%	-8.2	-10.7	0.4	2.7	-5.2%	-6.1
14	O=C(Nc1cccc(-c2nc3ccccc3o2)c1)c1cccc2c(Cl)cccc12	-0.4%	-2.3%	-2.2%	-11.1	nt	-1.4	16.8	-0.5%	-5.2
15	Cc1cc(C)n(CCC(=O)Nc2ccc(-c3ccno3)cc2)n1	-5.8%	-0.9%	1.9%	-3.2	8.4	0.1	11.8	-0.7%	1.1
16	O=C(CCCl)N1c2ccccc2C=Cc2ccccc21	-8.1%	12.8%	nt	nt	-21.1	nt	nt	?	nt
17	O=C(O/N=C1/CCCc2occc21)c1ccc(F)cc1	3.4%	10.2%	-1.0%	-24.2	-3.4	3.8	1.4	6.2%	1.3
18	CC(=O)Nc1ccc(NC2=CC(=O)CC(C)(C)C2)cc1	1.9%	1.0%	-0.5%	17.1	-2.3	0.7	nt	1.4%	-3.0
19	O=C(Cc1cccs1)Nc1nnc(-c2ccc(F)cc2)s1	-5.1%	0.7%	6.9%	-8.7	0.2	-0.1	9.8	-0.1%	1.4
20	O=C(COc1ccccc1)Nc1c(Cl)ccc2nsnc12	-1.0%&7.0%	-0.1%&0.0%	-0.9%&-0.5%	8.8&-7.7	-21.8	0.3&-0.3	-3.2&-4.1	-8.0%&1.5%	-3.4&-0.5
21	CCOC(=O)C1CCCN(c2c(NCCc3ccc(S(N)(=O)=O)cc3)c(=O)c2=O)C1 (stereo not drawn)	3.2%	-3.6%	0.3%	-5.7	nt	2.2	4.1	1.9%	nt
22	COCCOC(=O)c1c(C)oc2ccc(NS(=O)(=O)c3cccs3)cc12	14.9%	-7.2%	5.7%	-24.3	7.9	6.6	-8.9	-9.8%	1.4
23	O=C(NCCc1ccccc1)NC1CCCCC1	0.1%	-4.2%	1.1%	0.3	-4.4	-1.4	0.3	2.3%	0.8
24	Cc1ccc(C(=O)Nc2ccccc2Cl)cc1	-7.3%	-3.9%	0.5%	4.6	-4.0	2.4	-9.4	-6.0%	-16.6
25	COc1ccc(Nc2ccc(S(=O)(=O)N3CCCCC3)cc2[N+](=O)[O-])cc1Cl	-12.9%	-4.1%	-1.5%	-1.6	-25.3	8.0	3.0	1.9%	-4.0
26	CCn1nc(C)c(CNC(=O)c2cc(COc3ccc(C)nc3)on2)c1C	-16.5%	7.2%	0.4%	-14.4	6.2	10.0	-1.3	-0.4%	-1.6
27	COc1ccc(OC)c(/C=N/Nc2cc(C)nc(N3CCOCC3)n2)c1	-0.7%	-3.0%	3.1%	-7.0	-27.9	-0.8	0.6	-1.7%	-11.8
28	Cc1cccc(N2CCN(C(=O)c3ccc(-n4cncn4)c([N+](=O)[O-])c3)CC2)c1C	-9.8%	-3.1%	-0.3%	-9.2	-5.8	4.6	nt	1.3%	-4.3
29	Cc1ccc(-c2cn3cccnc3n2)cc1NC(=O)Cc1ccccc1	5.0%	-0.6%	4.1%	-72.7*	16.2	0.9	nt	3.3%	0.2
30	COc1cc(/C=C2\SC(=O)N(c3ccccc3Cl)C2=O)cc([N+](=O)[O-])c1O	2.3%	2.9%	-3.0%	-14.4	-12.7	3.0	-0.6	2.5%	-6.1
31	CCCCc1ccc(NC(=O)CSc2nnc(CNC(=O)c3ccco3)o2)cc1	4.4%	1.4%	-0.3%	9.5	-9.9	7.9	0.0	-5.8%	-5.7
32	COc1cc(/C(C)=N/NC(=O)c2cccc(S(=O)(=O)N3CCCC3)c2)cc(OC)c1OC	-0.5%	-4.3%	1.2%	-12.1	-13.1	0.7	12.0	-8.4%	16.0
33	CCCCCCNC(=O)C(C#N)c1nc2ccccc2nc1N1CCCC1 (stereo not drawn)	-6.7%	-0.2%	1.8%	-0.4	-2.5	8.1	nt	-2.3%	-1.8
34	COc1ccc(C(=O)NCC(c2cccnc2)N2CCN(c3ccc(F)cc3)CC2)cc1 (stereo not drawn)	0.0%	-0.1%	0.6%	-2.9	-8.3	5.3	-4.2	3.6%	-1.3
35	COc1cc2c(c3oc(=O)cc(CC(=O)O)c13)CCC(C)(C)O2	0.7%	-0.7%	5.1%	2.9	2.0	2.2	20.9	3.4%	-8.0
36	Nc1nc2ccccc2cc1-c1cccs1	7.2%	8.3%	-1.4%	-60.3*	-1.3	13.7	3.2	-13.0%	-25.5
37	CCOC(=O)CN1C(=O)N[C@@H](c2ccccc2)C(C(=O)OC)=C1C	-0.2%	-5.8%	3.2%	10.8	nt	-2.8	8.2	1.4%	1.3
38	CC(C)Cn1c(-c2ccco2)n[nH]c1=S	-3.4%	-3.6%	2.5%	3.7	-15.6	2.0	-2.2	1.5%	-1.7
39	CC(C)CNC(=S)NC(=O)c1ccc(Cl)cc1	-0.8%	5.7%	1.1%	-7.6	0.0	4.7	-3.0	-5.3%	-4.2
40	COc1c(Cl)cc(-c2noc(C)c2C(=O)NC(C)C)cc1Cl	-14.1%	-4.9%	2.0%	-3.2	nt	-2.7	5.7	4.9%	-1.6
41	NC(=O)c1ccccc1OCC(=O)Nc1cccnc1Cl	7.8%	-1.7%	3.2%	3.2	1.9	1.1	-0.3	0.1%	-1.6
42	O=C(NCC1CCCO1)c1cccc(S(=O)(=O)N(Cc2ccccc2)c2ccccc2)c1 (stereo not drawn)	5.4%	-4.6%	-0.2%	-6.1	6.4	4.5	10.2	-4.7%	0.3
43	COc1ccccc1/C=N/NC(=O)CCSc1ccccc1	-2.1%	-0.5%	2.5%	0.6	7.7	1.9	0.9	-1.8%	-2.5
44	CCCC1(C)C(C#N)C(=O)NC(=O)C1C#N (stereo not drawn)	15.6%	-1.1%	nt	nt	-0.4	nt	nt	-4.9%	nt
45	CCOC(=O)CNC(=O)c1c(C)nn(-c2ccccc2)c1Cl	5.7%	-0.8%	0.2%	-3.4	-4.8	2.3	-0.5	0.8%	-4.0
46	Cc1cccc(CN2C(=O)/C(=C\c3ccc(C(=O)NCCN4CCOCC4)cc3)Sc3ccccc32)c1	?	-4.8%	1.9%	10.5	-87.5*	9.9	3.1	-17.1%	7.5
47	CSc1ccc(C(=S)N2CCCC2)cc1	0.2%	3.6%	0.9%	-4.9	1.8	3.1	-3.0	-4.5%	-0.3
48	CCCCNC(=O)CCn1c(=O)c2ccccc2n(Cc2ccccc2C)c1=O	0.5%	-1.3%	2.4%	2.3	2.1	0.3	2.3	0.8%	1.6
49	COc1ccc2nc(-c3ccccn3)ccc2c1	?	-11.8%	nt	nt	7.0	nt	nt	4.1%	nt
50	CSCCC(NC(=O)C1CC1)c1nc2ccccc2[nH]1 (stereo not drawn)	-1.0%	-6.0%	-1.0%	-2.9	2.3	2.2	0.6	1.1%	1.2

# Next compounds.
item	molecule	Vif-APOBEC3F blk	Glioma ERSR ind	RXFP1 ag	D1 antagonist	RXFP1 antagonist	D1 agonist	D2 PAM	Vif-A3G inh	D1 potentiator
51	COc1ccc(C2(C(=O)Nc3ccccc3)CCOCC2)cc1	3.3%	-1.2%	-0.4%	3.5	-1.8	2.9	7.7	-9.6%	-2.9
52	O=C(c1cc(F)c(F)c(F)c1F)N1CCN(Cc2ccc3c(c2)OCO3)CC1	4.4%	2.5%	5.7%	-15.9	7.6	3.4	1.5	1.8%	-6.8
53	Cc1cccc(NC(=O)c2ccccc2NC(=O)Cc2ccccc2)c1C	3.8%	-0.4%	2.0%	6.4	12.7	-0.1	11.9	0.1%	-0.4
54	Cc1cnc(CN(C)C(=O)c2ccc3oc(Cc4ccccc4)nc3c2)[nH]1	-9.6%	0.8%	-4.7%	10.4	1.9	0.5	-14.0	0.4%	-0.5
55	CCN(CC)CCn1c(NCc2cccc(OC)c2)nc2ccccc21	-8.3%	-4.6%	-0.1%	-0.5	2.1	3.0	-19.3	-0.4%	-12.2
56	COC(=O)c1c(C)oc(C)c1S(=O)(=O)NC(C)(C)C	-24.8%	-6.9%	-1.3%	14.7	2.8	1.2	-1.6	-0.4%	2.0
